Rad51 HR inh = blocks human Rad51 in homologous recombination. hRad51 DNA strand exchange, fluorescence dequenching. inhibition, % at 10 µM. Q06609. 200,000 tested, 0.085% active;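 active = inhibition above 40% at the single screening dose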;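 also: 0% = DMSO control wells and 100% = blanks with heterologous ssDNA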
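Assay system: Human Rad51 nucleoprotein filaments preassembled on unlabelled ssDNA | Reagent: Donor/quencher-labelled 47-bp dsDNA substrate | Doses: One concentration, 10 µM final | Times: 37 °C 15-min filament assembly, 30-min compound preincubation, 15-min exchange | Technique: Fluorescein emission 520 nm, excitation 485 nm | Benchmarks: Plate control and blank wells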
PERK inhibitor = human PERK inhibition, primary cell-based screen; Q9NZJ5; CHO PERK-DD fusion, SEAP luminescence translation reporter; inhibition, % at 5.6 µM; 220,000 tested, 0.17% active; AID 1416;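 active = inhibition above the mean inhibition of all tested compounds plus 3 SD, set separately per screening campaign, cut at about 2.9% in these data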;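 also: PERK kinase domain activated by AP20187 dimerizer at 100 nM; 0% = DMSO with dimerizer and 100% = rapamycin at 8.4 µM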
eIF4E 4G PPI = eIF4E/eIF4G interaction inhibition in translation initiation | P63073+Q04637 | TR-FRET eIF4E-eIF4GI(517-606) binding, 2 h | inhibition, % at 21.7 µM | 220,000 tested, 0.37% active | AID 782;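 active = inhibition above about 30%, limit read from the data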;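 also: 0% = full FRET control wells and 100% = background wells lacking eIF4GI fragment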
L929 necroptosis = blocks zVAD induced death of L929 cells | L929 zVAD necroptosis rescue, ATP luminescence, 24 h; with zVAD 60 µM | viability rescue, % at 10 µM | 220,000 tested, 0.38% active | AID 1377;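 active = activation, scaled between plate controls, above about 75%, limit read from the data; inactive = activation under that limit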;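 also: 0% = zVAD with DMSO and 100% = DMSO alone without zVAD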
TNF necrop inh = inhibitors of TNF-alpha induced necroptosis in Jurkat FADD-/- cells; Jurkat FADD-/- TNF necroptosis rescue, ATP luminescence, 24 h; 0 = TNF only, 100 = no-TNF cells; activation (protection from cell death), % at 10 µM; 220,000 tested, 0.068% active; AID 463075;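 active = activation, meaning protection from cell death, of at least 50% relative to plate controls; inactive = activation below 50%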;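 also: necroptosis triggered by 40 ng/mL TNF-alpha added together with compound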
EBV gp42 block = EBV gp42 inhibition; AID 1085; 220,000 tested, 0.42% active; inhibition, % (tested at 21.74 µM); Q1HVG2; Fluorescence polarization binding assay, mP read-out; in the data active = inhibition above about 50%
Cl transport mod = modulators of human KCC2 chloride dependent transport | KCC2 cells, thallium flux FluoZin-2 fluorescence | B-score of Tl+ flux slope (higher = more flux/activation; lower = inhibition) at 10 µM | 190,000 tested, 2.2% active;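 active = thallium flux slope and its plate-corrected score both differing from the plate sample mean at a set confidence after two filtering rounds, in either direction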;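 also: slope of fluorescence scaled to starting intensity during 10 to 20 s after thallium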
Target sequence (Q9H2X9 whole entry, looked up): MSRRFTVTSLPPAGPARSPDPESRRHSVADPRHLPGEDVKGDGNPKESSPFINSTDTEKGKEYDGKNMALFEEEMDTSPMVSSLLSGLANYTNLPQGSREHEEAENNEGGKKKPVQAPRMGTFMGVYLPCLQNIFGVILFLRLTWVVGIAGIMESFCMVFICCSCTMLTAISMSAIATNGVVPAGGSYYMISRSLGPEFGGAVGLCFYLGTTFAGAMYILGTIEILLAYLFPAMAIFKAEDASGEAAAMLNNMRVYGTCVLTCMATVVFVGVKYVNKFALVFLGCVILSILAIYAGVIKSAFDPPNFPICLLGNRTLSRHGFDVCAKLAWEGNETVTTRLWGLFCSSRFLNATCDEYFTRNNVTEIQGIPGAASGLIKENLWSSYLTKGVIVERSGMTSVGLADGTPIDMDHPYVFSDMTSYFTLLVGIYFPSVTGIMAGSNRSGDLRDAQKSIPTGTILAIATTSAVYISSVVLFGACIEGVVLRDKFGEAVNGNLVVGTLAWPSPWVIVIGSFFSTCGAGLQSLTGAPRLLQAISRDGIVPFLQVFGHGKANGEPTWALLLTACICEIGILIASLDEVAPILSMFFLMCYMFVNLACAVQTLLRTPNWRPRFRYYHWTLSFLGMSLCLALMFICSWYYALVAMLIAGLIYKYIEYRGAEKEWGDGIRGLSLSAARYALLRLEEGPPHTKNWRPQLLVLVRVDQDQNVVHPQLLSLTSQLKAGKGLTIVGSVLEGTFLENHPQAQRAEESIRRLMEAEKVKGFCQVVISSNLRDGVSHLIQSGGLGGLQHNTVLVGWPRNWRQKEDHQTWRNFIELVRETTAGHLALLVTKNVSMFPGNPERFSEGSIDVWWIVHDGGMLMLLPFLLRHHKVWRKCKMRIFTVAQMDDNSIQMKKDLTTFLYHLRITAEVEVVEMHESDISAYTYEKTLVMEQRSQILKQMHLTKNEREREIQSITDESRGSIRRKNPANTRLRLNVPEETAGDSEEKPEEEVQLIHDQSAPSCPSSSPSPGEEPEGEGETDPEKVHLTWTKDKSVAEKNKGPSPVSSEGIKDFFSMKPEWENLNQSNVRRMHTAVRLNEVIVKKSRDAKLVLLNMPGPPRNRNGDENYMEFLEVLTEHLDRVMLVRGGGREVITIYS
Calpain2 inh = blocks pig calpain II enzyme activity; purified calpain II, fluorogenic peptide substrate, 30 min; 220,000 tested, 0.37% active; AID 1236; inhibition, % at 16 µM;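 active = inhibition above about 50%, limit read from the data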
MDM2 E3 inh = blocks human Mdm2 ubiquitin ligase activity | cell-based MDM2 ubiquitination luciferase reporter, 2 h; 0 = plate control, 100 = twice control, blank-subtracted | signal enhancement, % at 5 µM | 210,000 tested, 0.11% active;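 active = signal enhancement of 30% or more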;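 also: luminescence tracks abundance of the self-degrading MDM2-luciferase fusion protein; higher signal means inhibition of MDM2 E3 ligase activity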
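Material: stable MDM2–luciferase fusion reporter cells / Quantity: 2000 cells/well / Dosing: single 5 µM compound dose, 0.2% final DMSO / Buffer or medium: DMEM / Schedule: 4 h cell settling then 2 h compound exposure, 37 °C / Detection: luminescence with SteadyLite reagent, 15 min at room temperature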
Active calls of the source: *; · = no result given; [ ] = another dose, or the depositor's remark.

SMILES	Rad51 HR inh	PERK inhibitor	eIF4E 4G PPI	L929 necroptosis	TNF necrop inh	EBV gp42 block	Cl transport mod	Calpain2 inh	MDM2 E3 inh
O=c1[nH]c(SCc2cccc(F)c2)nc2c1CCCC2	·	-0.1	7	·	0.7	2	-2.8	11	0
Cc1nc2scc(-c3ccccc3)c2c(=O)o1	4	0.8	-3	-0.3	-5.3	-21	-2.4	-12	-6
Cc1cccc(NC(=S)NC(=O)c2ccc(Br)o2)c1C	-8	0.1	-2	0.6	-1.5	4	71*	23	-14
CN(Cc1ccccc1)C(=O)COC(=O)c1ccc2c(c1)OCO2	7	1.1	7	1.7	2.3	-4	-0.85	-3	-2
COC(=O)c1ccc2c(=O)n(CCCCCC(=O)NCc3ccccn3)c(=O)[nH]c2c1	-8	0.6	10	-0.3	-1.6	-9	-0.11	-98	-16
CC(=O)c1c(C)nc(-c2ccc(OCC(=O)Nc3cccc(C)c3C)cc2)n1O	27	0.2	4	5.1	1.2	0	0.57	-9	-9
COc1cccc(C(=O)NCC(=O)OCC(=O)c2ccccc2)c1	-11	0.7	2[fluorescence artefact?]	1.5	0.1	-8	-0.0075	-5	-6
CC(=O)c1c(N2CCN(C)CC2)nc(=S)n(Cc2ccccc2)c1C	1	0.8	16	0.4	1.3	-13	0.14	0	10
Cc1cccc(/C(N)=N/OC(=O)c2ccc(F)cc2)c1	6	0.9	0[fluorescence artefact?]	0.6	1.8	-9	-0.093	-11	-16
COc1ccc(C(=O)CSc2nc3nc(C)cc(C)n3n2)cc1OC	10	-0.2	8	0.6	-2.2	3	·	17	-11
Cn1nnnc1SCC(=O)Nc1ccccc1Cc1ccccc1	1	-0.1	1[fluorescence artefact?]	0.5	0.4	-15	1.1	-7	5
Cc1cc(OC(C)C)c2c(-c3ccccc3)cc(=O)oc2c1	-2	-0.2	5	-1.2	-1.2	-1	0.3	-17	-48
COC(=O)C1C(O)=C(C=Nc2ccccc2)C(=O)CC1(C)C (configuration not stated)	·	1.0	1	-0.9	-3.2	-8	·	0	1
CCCCNC(=S)N1CCN(c2nc3ccccc3s2)CC1	10	0.6	-2	44	0.0	0	-1.4	-23	3
CCOC(=O)c1c(/N=C/c2cccc([N+](=O)[O-])c2O)sc2c1CCC2	19	-0.5	5	2.0	1.1	-10	-0.24	-5	-17
O=C(NCCc1ccccc1)c1ccncc1	2	1.3	1	-0.1	-0.4	-16	·	6	-8
COCCNC(=O)C(c1cccnc1)N(Cc1ccc(C)cc1)C(=O)Cn1nnc2ccccc21 (configuration not stated)	-18	1.5	-3	-1.1	0.4	-18	-0.95	1	-13
COc1cccc2c(=O)n(CC(=O)N3CCCCC3)ccc12	-6	1.2	1	-0.7	-1.1	-21	·	-14	-9
CC(C)CCC(C)N=Cc1c(O)n(Cc2ccccc2)c(=O)c2ccccc12 (configuration not stated)	-2	-1.7	-20	4.2	3.9	-27	-0.33	-47	4
CC1(C)CC(CC(=O)Nc2nccs2)(c2ccccc2)CCO1 (configuration not stated)	12	0.5	-3	2.3	-0.8	-6	0.13	12	12

Overlap with the part before: 5 entries, followed by the next part.
SMILES	Rad51 HR inh	PERK inhibitor	eIF4E 4G PPI	L929 necroptosis	TNF necrop inh	EBV gp42 block	Cl transport mod	Calpain2 inh	MDM2 E3 inh
O=C(NCCc1ccccc1)c1ccncc1	2	1.3	1	-0.1	-0.4	-16	·	6	-8
COCCNC(=O)C(c1cccnc1)N(Cc1ccc(C)cc1)C(=O)Cn1nnc2ccccc21 (configuration not stated)	-18	1.5	-3	-1.1	0.4	-18	-0.95	1	-13
COc1cccc2c(=O)n(CC(=O)N3CCCCC3)ccc12	-6	1.2	1	-0.7	-1.1	-21	·	-14	-9
CC(C)CCC(C)N=Cc1c(O)n(Cc2ccccc2)c(=O)c2ccccc12 (configuration not stated)	-2	-1.7	-20	4.2	3.9	-27	-0.33	-47	4
CC1(C)CC(CC(=O)Nc2nccs2)(c2ccccc2)CCO1 (configuration not stated)	12	0.5	-3	2.3	-0.8	-6	0.13	12	12
Cc1cccc(Nc2nccc(N(C)C)c2C#N)c1	20	0.9	1	0.1	0.3	-2	0.95	-22	-4
CCCCNC(=O)CSc1nc2ccccc2c(=O)n1C1CCCC1	2	-0.5	1	0.1	2.2	-2	-2	-43	-6
C=CCOC(=O)COc1ccc2c(C)c(C)c(=O)oc2c1C	-9	-1.0	2	0.0	-1.0	-4	·	-49	-1
Cc1c(-c2ccc(F)cc2)nc(N)c(C#N)c1-c1cccs1	4	-0.1	12	-0.1	-1.2	9	·	6	-2
COc1ccc(C(=O)Cc2cc(OC)c(OC)cc2[N+](=O)[O-])cc1	2	0.3	-9	0.1	0.0	-2	-0.7	-1	4
CC(C)(C)C(=O)Nc1cccc(-c2nnc(-c3cccc(NC(=O)C(C)(C)C)c3)o2)c1	9	0.0	-3	-0.3	-12	-6	-0.11	17	-14
CC1CCCCN1C(=S)NCc1ccccc1 (configuration not stated)	3	0.5	-1	1.0	1.8	-7	0.39	27	-17
Cc1cccc(C)c1NC(=O)C1(NC(=O)C2CCC(=O)N2)CCCCC1 (configuration not stated)	-7	0.6	17	0.1	0.7	-22	0.17	-2	5
COc1ccc2c(c1)CCc1c(C(=O)Nc3ccn(Cc4ccc(C)cc4)n3)noc1-2	3	1.6	2	0.4	0.2	-8	0.7	37	2
O=C(NC(=S)N1CCN(c2ccc([N+](=O)[O-])cc2)CC1)c1ccccc1F	·	0.9	-4[fluorescence artefact?]	-0.3	0.7	-17	4.9	-2	6
CCCCCCn1nc(C(=O)Nc2nc3c(s2)CCCC3)c2ccccc2c1=O	-1	-0.2	0	-0.6	0.6	-1	0.4	36	4
CC[N+](C)(C)CCN(Cc1ccc(Cl)cc1)c1ccccn1	-3	0.6	4	0.0	0.0	-22	·	-137	-18
Cc1ccc(-n2c(SCC(=O)NCC3CCCO3)nc3c(c2=O)SCC3)cc1 (configuration not stated)	1	-0.6	4	-0.5	-0.5	-1	-0.83	11	6
N#CC1=C(N)SC(N)=C(C#N)C1C1C=CCCC1 (configuration not stated)	-9	-0.2	-5[fluorescence artefact?]	0.2	-3.3	-15	0.54	-9	6
CC(=O)NN1C(=O)/C(=C\c2ccc(Cl)cc2)SC1=S	-146	1.0	-3	-0.5	-1.5	0	0.63	-7	-7
Cc1cccn2c(=O)c(C=O)c(N3CCN(c4ccc(F)cc4)CC3)nc12	-4	0.9	-3	1.4	-2.6	8	-0.13	20	-9
COc1ccc(S(=O)(=O)N2CCCC(C(=O)NCc3ccc4c(c3)OCO4)C2)cc1 (configuration not stated)	10	-0.8	-2	1.2	1.0	-14	0.55	3	-10
O=C(c1ccccc1Cl)N1CCc2ccccc2C1	·	-0.2	-2	0.3	-3.4	-8	·	7	-10
Cc1nc2ccccc2c(=O)n1CCN1CCOCC1	-1	0.4	-1[fluorescence artefact?]	-0.2	0.0	-13	·	-18	-14
NNC(=O)COc1ccccc1[N+](=O)[O-]	-9	-0.1	-1	21	-0.2	-5	0.27	-17	-11

Given with values under each structure: entries from further up.
Values run as follows: Rad51 HR inh | PERK inhibitor | eIF4E 4G PPI | L929 necroptosis | TNF necrop inh | EBV gp42 block | Cl transport mod | Calpain2 inh | MDM2 E3 inh
Cc1ccc(-n2c(SCC(=O)NCC3CCCO3)nc3c(c2=O)SCC3)cc1 (configuration not stated)
  1 | -0.6 | 4 | -0.5 | -0.5 | -1 | -0.83 | 11 | 6
Cc1cccc(Nc2nccc(N(C)C)c2C#N)c1
  20 | 0.9 | 1 | 0.1 | 0.3 | -2 | 0.95 | -22 | -4

More compounds
SMILES	Rad51 HR inh	PERK inhibitor	eIF4E 4G PPI	L929 necroptosis	TNF necrop inh	EBV gp42 block	Cl transport mod	Calpain2 inh	MDM2 E3 inh
COC(=O)c1ccc(Cn2cnc3c(sc4nc(N5CCOCC5)c5c(c43)CCCC5)c2=O)o1	-3	-0.5	-14	0.6	1.4	-12	-1.2	-80	5
COc1ccccc1CN(Cc1nc2ccccc2c(=O)[nH]1)C(=O)Nc1ccc(C)cc1	-1	-1.2	-2	-0.3	1.7	-1	·	-6	2
CC(C)(C)OC(=O)N1CC=C2C(C#N)=C(N)C(C#N)(C#N)C(c3cccs3)C2C1 (configuration not stated)	-7	0.1	-4	0.6	-3.3	6	-2.2	-328	-8
CC1(C)OC2OC(C(=O)N/N=C/c3cc(Br)ccc3O)C3OC(C)(C)OC3C2O1 (configuration not stated)	5	0.9	-2	0.4	-2.8	-13	-0.57	-332	11
COc1ccc(C2CC(c3ccccc3)Nc3nc(NC(=O)c4ccco4)nn32)cc1 (configuration not stated)	13	-0.2	-3	-0.1	3.2	-12	-2.3	-7	-13
COCCn1cc(C(=O)NCc2ccco2)c2c3ccccc3n(C)c2c1=O	7	0.0	9	2.4	0.5	4	-0.2	-113	-14
Cc1ccc2oc(/N=C(\N)NC(=O)C3CC3)nc2c1	1	-1.2	-1	5.8	-4.9	-13	0.19	-1	-56
O=C(CC(=O)NC1CCCCC1)N/N=C/c1ccccc1F	-2	0.8	3	2.5	1.3	-9	-1.4	13	-73
O=C(Cn1ccc2ccccc2c1=O)N1CCN(Cc2ccc3c(c2)OCO3)CC1	7	0.1	-1	-0.5	-0.5	-10	·	12	-18
CC(Sc1cccc[n+]1[O-])C(=O)Nc1ccc([N+](=O)[O-])cc1Cl (configuration not stated)	-14	-0.1	0	0.0	0.0	-1	0.012	22	-20
Cc1ccc(CC(=O)O/N=C(\N)Cc2ccc([N+](=O)[O-])cc2)cc1	2	0.2	-6[fluorescence artefact?]	0.5	0.3	6	-0.17	16	-25
Cc1cc(C)c(COc2ccc(/C=N/n3c(C)n[nH]c3=S)cc2)c(C)c1	·	0.6	1	-0.9	-2.4	-18	2	-6	·
Cc1occc1C(=O)Nc1nnc(-c2ccncc2)s1	5	0.1	12	71	1.9	-16	0.012	-90	-12
COc1ccc(/C=N/NC(=O)c2cccnc2)cc1COc1ccc([N+](=O)[O-])cc1	16	-1.5	24	-0.6	-12	-5	-1.5	-13	-10
O=c1c2ccccc2sc2nc(C3CCCCC3)n(Cc3ccco3)c(=O)c12	·	-1.2	-71	6.3	-0.5	23	-0.0051	-46	-3
CCCCCN(C(=O)NC(=O)Nc1ccc(C)cc1)S(=O)(=O)c1ccccc1	-15	0.9	-4[fluorescence artefact?]	-0.3	2.2	-21	0.02	13	-9
Cc1ccc(C)c(S(=O)(=O)NCc2ccc(C(=O)NCc3ccccn3)cc2)c1	0	0.1	4[fluorescence artefact?]	-0.5	0.3	-22	0.53	-26	-8
O=C(NN1C(=O)C2C3C=CC(C3)C2C1=O)C(O)c1ccccc1 (configuration not stated)	9	0.7	-2	4.0	0.0	-4	0.96	-15	-5
Cc1ccsc1C(=O)N1CCCC(CCC(=O)N2CCN(c3ccccn3)CC2)C1 (configuration not stated)	15	-0.2	2	-0.5	-0.1	-7	-1.7	-16	-6
CCOC(=O)N1CCN(C(=O)c2ccc3nc(C)sc3c2)CC1	-1	1.3	3	0.9	-0.9	4	·	15	-4
